12-LOX inh = ALOX12 (human) lipoxygenase inhibition; P18054; purified 12hLO, xylenol orange hydroperoxide absorbance; Potency, µM (top dose mostly 108 µM), inactives show at the top dose activity change, negative = inhibition, hits mostly inhibitors; actives 1.1% (n = 580,000); AID 1671190; active = well fitted inhibition curve with a large enough effect; inconclusive = small, poorly fitted or top-dose-only effect, or another doubt; inactive = no such curve, though single readings can be large or run the other way
Target sequence (P18054 whole entry, looked up): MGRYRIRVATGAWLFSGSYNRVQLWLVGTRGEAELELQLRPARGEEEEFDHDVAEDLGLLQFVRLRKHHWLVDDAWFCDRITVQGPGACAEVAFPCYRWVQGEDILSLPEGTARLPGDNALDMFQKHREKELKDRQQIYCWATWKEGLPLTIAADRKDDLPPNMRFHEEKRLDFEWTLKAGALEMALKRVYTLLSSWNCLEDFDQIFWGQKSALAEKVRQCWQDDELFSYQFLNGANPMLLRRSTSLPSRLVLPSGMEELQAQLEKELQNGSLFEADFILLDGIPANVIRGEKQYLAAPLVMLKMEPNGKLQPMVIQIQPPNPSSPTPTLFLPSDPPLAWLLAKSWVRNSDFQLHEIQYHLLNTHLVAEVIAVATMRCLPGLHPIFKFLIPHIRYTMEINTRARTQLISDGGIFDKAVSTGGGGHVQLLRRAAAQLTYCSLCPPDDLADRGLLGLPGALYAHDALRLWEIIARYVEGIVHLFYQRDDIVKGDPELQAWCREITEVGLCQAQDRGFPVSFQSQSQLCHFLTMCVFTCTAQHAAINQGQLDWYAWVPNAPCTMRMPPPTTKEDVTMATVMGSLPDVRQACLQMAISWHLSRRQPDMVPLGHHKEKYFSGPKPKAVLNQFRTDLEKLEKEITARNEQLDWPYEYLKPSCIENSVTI
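Hydroperoxide product was detected by ferrous iron/xylenol orange as the 573 to 405 nm absorbance ratio. Arachidonic acid at 40 uM (final) was turned over for 30 min at room temperature by 150 nM human 12hLO, pH 7.0 Hepes buffer, after 15 min compound preincubation.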
Active calls of the source: *; ? = inconclusive; [ ] = dose if it differs, or a comment. % is scaled to controls: 0 for no effect and ±100 for the full control effect; potency is read from the fitted curve at half-maximal effect. Some of the compounds tested; rates above refer to the full screens.

Structure,12-LOX inh
CC(C)=CC(=O)Nc1ccc2c(c1)CCC2,-3%
N#Cc1ccc(CN2CCCc3cc(F)cc(F)c32)cc1,-9%
Cc1ccc(Cl)cc1NC(=O)N1C[C@@H](F)C[C@H]1C(=O)N1CCCCC1,35%[activator]
COC1CCC12CCN(C(=O)c1ccncc1)CC2 (stereo not given),17%
CCCc1sc(NC(=O)C[C@H]2NC(=O)c3ccccc3NC2=O)nc1C(=O)OC,6%
COc1ccc(-c2cc(N3CCC(NC(=O)c4ccc(Cl)s4)CC3)n[nH]2)cc1,-3%
Cn1cnc(S(=O)(=O)N2CCC[C@H](n3c(=O)n(C)c4cccnc43)C2)c1,32%[activator]
CCCCOc1ccc(C(=O)N2CCC[C@H]2c2nc(-c3ccccc3Cl)no2)cc1,-3%
O=C(C1CCCCC1)N1CCCC(c2noc(COc3ccccc3)n2)C1 (stereo not given),23%
CN1[C@@H](CCC(=O)NCc2ccccc2)CNC(=O)[C@@H]2[C@H]1CCN2Cc1ccc(O)cc1,-21%
CC(C)(C)c1ccc(/C=N/Nc2ccc(S(N)(=O)=O)cc2[N+](=O)[O-])cc1,?
O=C(OCc1cn([C@H]2CN(C(=O)c3cccs3)[C@@H](c3ccc(Cl)cc3)C[C@@H]2O)nn1)c1ccccc1,-22%
Cc1cccc(/C=C/c2nc3ccccc3c(=O)n2-c2ccc(C(=O)O)cc2)c1,-1%
COc1ccc(-c2c(C)oc3cc(OCC(=O)OCc4ccccc4)ccc3c2=O)cc1OC,-11%
Cc1n[nH]c(=O)c2c(NC(=O)CSc3nnc(C4CC4)n3C3CC3)oc(C)c12,?
O=C(Nc1ccc(Cl)c(C(F)(F)F)c1)c1ccccc1I,?
CCOC(=O)C1(C)C=C(Nc2ccc(F)cc2)C(=O)N1c1ccc(F)cc1 (stereo not given),-23%
CCC12CN(CC#N)CC(C)(CN(CC#N)C1)C2=O,-1%
COc1ccc2nc(NS(=O)(=O)c3ccc(Cl)cc3)c(Nc3ccc(C)cc3)nc2c1,-26%
CC(=O)Nc1cccc(C(=O)NC2CCCN(c3cc(-c4ccc(F)cc4)[nH]n3)C2)c1 (stereo not given),29%
CNC(=O)c1ccc(NC(=O)c2cc(=O)[nH]c3ccccc23)cc1,0%
CCCN1C(=O)Cc2cc(C(=O)NCc3ccccc3C(F)(F)F)ccc21,29%
Cc1cc(C(=O)N2CCC(Cc3nc(-c4ccccc4)n[nH]3)C2)n(C)n1 (stereo not given),38%[activator]
COc1ccc(CCNc2ncnc3c2CN(C2CCCNC2)C(=O)CN3C)cc1 (stereo not given),?
O=[N+]([O-])c1ccc(Oc2ccc3ccncc3c2)cc1C(F)(F)F,36%[activator]
CCCC(=O)N1Cc2ccccc2NC(=O)C12CCNC2 (stereo not given),0%[12.5 µM]
COc1cccc(C(=O)Nc2ccc(NS(=O)(=O)c3ccc4c(c3)OCCCO4)cc2)c1,-25%
CC(C)Cc1ccc(C(C)C(=O)NC(Cc2ccccc2)C(N)=O)cc1 (stereo not given),8%
Cc1ccc(CC(=O)N2CCC(NS(=O)(=O)c3ccc(C)cc3)CC2)cc1,?
COc1cc(NC(=O)CSc2nc3cc(C)[nH]c3c(=O)n2C)cc(OC)c1OC,-6%
Cc1nnsc1C(=O)N[C@H]1CCN(C(=O)c2ccco2)[C@H](C(=O)N[C@@H](Cc2cccs2)C(N)=O)C1,12%
O=C(c1ccc(Cl)cc1)N1CCC(N2CC3CCCN3C2=O)CC1 (stereo not given),0%[6.33 µM]
O=C(COCc1nc2ccccc2c(=O)[nH]1)Nc1nc(-c2ccc3c(c2)CCCC3)cs1,22%
Cc1[nH]c(C)c(C=O)c1C=O,1%
CC(=O)NC(Nc1ccc2ccccc2c1)C(Cl)(Cl)Cl (stereo not given),-1%
CCOC(=O)C1=C(CN2CCN(C(=O)OC(C)(C)C)CC2)NC(=O)NC1c1ccccc1OCC (stereo not given),?
CCC(C)(C)C1CCC(NC(=O)Cn2nc(C(N)=O)c3ccccc3c2=O)CC1 (stereo not given),?
CNC(C)c1ccc(C(F)(F)F)cc1 (stereo not given),8%[12.5 µM]
CN(CCCNC(=O)c1cc2cc(F)ccc2[nH]1)Cc1ccccc1,?
C[C@@H]1CC2=C(C(=O)OC(C)(C)O2)[C@H](c2ccc(F)cc2)O1,0%
Cn1cc(CC(=O)N2CCCc3ncc(C(=O)Nc4cccc(Cl)c4)cc32)c2ccccc21,11%
CCOc1ccccc1NC(=O)Cn1c(N(C)Cc2ccccc2)nc(C)cc1=O,8%
CN(C)c1ccc(CN2Cc3[nH]cnc3C[C@H]2C(=O)N2CCC(Cc3ccccc3)CC2)cc1,57%[activator]
COc1ccc(C(=O)N2CCCCCCNC(=O)[C@@H]3CCCC[C@@H]32)cn1,36%[activator]
COc1ccc(C2=C(C)C(=NC(C)C34CC5CC(CC(C5)C3)C4)NS2(=O)=O)cc1 (stereo not given),2%
Cc1cccc(OCCc2noc(C3CCN(C(=O)NC(C)(C)C)C3)n2)c1 (stereo not given),39%[activator]
CC(C)=CC(=O)Nc1cc(Cl)cc(Cl)c1,-9%
CCn1c(CC23CC4CC(CC(C4)C2)C3)nnc1SCc1ccc(F)cc1,-7%
CCCNC(=O)NC(=O)COC(=O)c1cc(-c2ccco2)nc2ccccc12,?
CNC(=O)[C@H]1C[C@H](Oc2ccccc2)CN1S(=O)(=O)Cc1ccccc1,53%[activator]
Nc1ccn(CCCNC2CCN(Cc3ccccc3)CC2)c(=O)n1,-3%
O=C(C[C@@H]1CCNC[C@@H]1Cc1cc(COc2ccccc2)on1)N1CCC(Cc2ccccc2)CC1,?
CCCCNC(=O)Cn1cc(C#N)c2ccccc21,-28%
O=C1CCN(Cc2cccc(F)c2)CCOCCN1,50%[activator]
CCOc1cccc(/C=C(/C#N)C(=O)c2ccccc2OC)c1,?
CC(NC(=O)c1cc(F)cc(F)c1)C1CC2CCC1C2 (stereo not given),-22%
Cc1cc2nn(CC(=O)N3CCCC3)c(=O)n2c(N2CCc3ccccc3C2)n1,5%
CCC(=O)Oc1ccc2c(-c3cc4ccccc4oc3=O)cc(=O)oc2c1,-7%
CCCC(=O)N1C[C@@H]2CCCN3CCC[C@@H]([C@H]23)[C@H]1CCCC(=O)NCC1CC1,53%[activator]
CN1CCN(C(=O)C2CCN(c3nn4cc(-c5ccc(F)cc5)nc4s3)CC2)CC1,16%

Remaining list, next part
SMILES | 12-LOX inh
CSCCC(C(=O)Nc1c(C)cccc1C)n1c(-c2ccc(C(F)(F)F)cc2)nc2ccccc21 (stereo not given) | 9%
O=C(NCc1cccc(F)c1)c1cnc2c(c1)N(Cc1ccccc1)CCC2 | -3%[176 µM]
COc1ccc(NC(=O)N2c3ccccc3CC2c2nc(C3CC3)no2)cc1OC (stereo not given) | 29%
O=C(CCC1CCN(C(=O)c2ccccc2)CC1)Nc1ccc(F)cc1 | 18%
CSCC[C@H](Nc1ncnc2sc3c(c12)CCCC3)C(=O)O | ?
COc1cccc(NC(=O)[C@@H]2C[C@H](c3ccc(F)cc3)N([S+](=O)([O-])C3CC3)C2)c1 | -8%[176 µM]
Cc1ccc(S(=O)(=O)N2CCC(n3c(C)nc4cccnc43)CC2)cc1 | ?
COC(=O)[C@]12C[C@H](CC(=O)NCc3cccc4ccccc34)C(=O)N(CCC3=CCCCC3)C1=C[C@H](C(C)(C)C)O[C@@H]2C | -12%
COC1=CC(=O)OC(c2cccc(OC)c2)C1 (stereo not given) | -12%
COC(=O)C1=CNC=C(C(=O)OC)C1c1ccccc1F | ?
CCOc1ccc2c(n1)CCN(C(=O)Nc1cc(C)cc(C)c1)C2 | 37%[activator]
CCC1Oc2cc(S(=O)(=O)N(C)CC(=O)N3CCCc4ccccc43)c(C)cc2NC1=O (stereo not given) | -7%
O=C1NC(Cc2ccccc2)c2nc3cc(Cl)ccc3c(=O)n2-c2ncccc21 (stereo not given) | -11%
CC(=O)N1CCN(C(=O)c2cnc3cc(C)nn3c2)CC1 | -8%[176 µM]
CCN1C(=O)C2(CCN(S(=O)(=O)Cc3ccccc3)CC2)c2ccccc21 | -3%
CCc1ccc(OCC(O)Cn2c(SCCC(C)C)nc3c2c(=O)[nH]c(=O)n3C)cc1 (stereo not given) | ?
CN(C(=O)C1Cc2c(-c3ccc(Cl)cc3)ccnc2O1)c1ccccc1 (stereo not given) | -16%
O=C(Nc1ccc(C(F)(F)F)cc1)C1CCN(/C=C/C(=O)C(F)(F)F)CC1 | ?
Cc1noc(C)c1C(=O)N[C@@H]1CN(c2ncccn2)C[C@H]1CN(C)C | 52%[activator]
CC(C)(C)c1ccc(Cn2nc(C(=O)O)c3ccccc3c2=O)cc1 | -6%
Cn1ncc2c(NC3CCCCC3)ncnc21 | -18%
O=C1CO[C@H]2CN(Cc3cccnc3)C[C@H]2N1Cc1cccc(C(F)(F)F)c1 | 9%[176 µM]
COc1ccc(C2CC(=O)C(c3ccc(C#N)cc3)=CN2Cc2ccccc2)cc1 (stereo not given) | -7%
Cc1cc(CN(C)C(=O)CC(c2cccc(O)c2)c2ccccc2Cl)n[nH]1 (stereo not given) | ?
CN(Cc1nnc2n1CCCCC2)C(=O)c1n[nH]c(=O)c2ccccc12 | 18%

Part of the list above, with the structure last:
12-LOX inh	structure
-12%	COC(=O)[C@]12C[C@H](CC(=O)NCc3cccc4ccccc34)C(=O)N(CCC3=CCCCC3)C1=C[C@H](C(C)(C)C)O[C@@H]2C
-12%	COC1=CC(=O)OC(c2cccc(OC)c2)C1 (stereo not given)
?	COC(=O)C1=CNC=C(C(=O)OC)C1c1ccccc1F
37%[activator]	CCOc1ccc2c(n1)CCN(C(=O)Nc1cc(C)cc(C)c1)C2
-7%	CCC1Oc2cc(S(=O)(=O)N(C)CC(=O)N3CCCc4ccccc43)c(C)cc2NC1=O (stereo not given)
-11%	O=C1NC(Cc2ccccc2)c2nc3cc(Cl)ccc3c(=O)n2-c2ncccc21 (stereo not given)
-8%[176 µM]	CC(=O)N1CCN(C(=O)c2cnc3cc(C)nn3c2)CC1
-3%	CCN1C(=O)C2(CCN(S(=O)(=O)Cc3ccccc3)CC2)c2ccccc21
?	CCc1ccc(OCC(O)Cn2c(SCCC(C)C)nc3c2c(=O)[nH]c(=O)n3C)cc1 (stereo not given)
-16%	CN(C(=O)C1Cc2c(-c3ccc(Cl)cc3)ccnc2O1)c1ccccc1 (stereo not given)
?	O=C(Nc1ccc(C(F)(F)F)cc1)C1CCN(/C=C/C(=O)C(F)(F)F)CC1
52%[activator]	Cc1noc(C)c1C(=O)N[C@@H]1CN(c2ncccn2)C[C@H]1CN(C)C
-6%	CC(C)(C)c1ccc(Cn2nc(C(=O)O)c3ccccc3c2=O)cc1

Two entries from above, with values ahead of the structure.
12-LOX inh,molecule
9%,CSCCC(C(=O)Nc1c(C)cccc1C)n1c(-c2ccc(C(F)(F)F)cc2)nc2ccccc21 (stereo not given)
-3%[176 µM],O=C(NCc1cccc(F)c1)c1cnc2c(c1)N(Cc1ccccc1)CCC2

Continuation:
SMILES | 12-LOX inh
COc1ccc2[nH]c(C(=O)NCc3ccco3)cc2c1 | -5%
Cc1ccc(OCC(=O)Nc2cc(Cl)ccc2-n2cncn2)c(C)c1 | -6%
COC[C@@H]1CN(c2cnccn2)C[C@H]1C(=O)NCC1CC1 | 71%[activator]
O=C(CCC1CCCCC1)NCCCNC(=O)CCC1CCCCC1 | -35%
CCN1CCN(CCNC(=O)[C@H]2CCC[C@H]2NC(=O)c2ccncc2)CC1 | 51%[activator]
COc1ccc(NC(=O)CC2Sc3ccccc3NC2=O)cc1 (stereo not given) | -29%
O=C(Nc1ccccc1)N1CC(Oc2ccc(-c3nc(-c4ccccc4)no3)cc2)C1 | 32%
NC(=O)c1cccc(-c2ccnc3c2CC(C(=O)Nc2cccc(C(F)(F)F)c2)O3)c1 (stereo not given) | ?
Cc1cccc(C(=O)N2CCC(Cc3nncn3CC3CC3)CC2)c1 | 22%
O=C(NCc1ccc(F)cc1)N1CCC(OCCOc2ccc(F)cc2)CC1 | 19%
COc1ccc2cc1Nc1ccc(cc1)C[C@H](NCc1ccc(C)o1)C(=O)N(C)[C@@H](C(=O)NCc1ccccc1)C2 | -15%
COC(=O)C(CSCc1ccccc1)NC(=O)CCNC(=O)OCc1ccccc1 (stereo not given) | 10%
CN(C)C1CCN(c2nc(-c3ccncc3)nc3c2CNC3)C1 (stereo not given) | 70%[activator]
Cc1ccc(C)c(S(=O)(=O)Nc2nc3ccccc3nc2NCc2ccc3c(c2)OCO3)c1 | 8%
Cc1ccc(C2Cn3nnc(C(=O)N4CCC(C(=O)NCc5cccs5)CC4)c3CO2)cc1 (stereo not given) | 11%
C=CCNC(=O)C(C)N1CCN(c2oc(-c3ccco3)nc2C#N)CC1 (stereo not given) | 28%
CC1CCCCC1NC(=O)c1cc2c(Cl)nc3ccccc3c2s1 (stereo not given) | -11%
CCCCCN1CCN(c2nc3c(c(=O)[nH]c(=O)n3C)n2Cc2ccc(Br)cc2)CC1 | ?
CC(C)Oc1cccc2c1c(NC(=O)c1ccn(C)n1)nn2Cc1ccccc1 | 53%[activator]
Cc1ccccc1CC(=O)NC1CCCC1 | 31%[activator]
Brc1ccccc1/C=N/Nc1nncc2ccccc12 | -4%
O=C1NC(Cc2ccccc2)c2nc3cc(F)ccc3c(=O)n2-c2ncccc21 (stereo not given) | -4%
CC(C)N(C)c1ncnc2c1ncn2[C@H]1CN(Cc2ccc(F)cc2)C[C@@H](CO)O1 | -22%
Cn1c(=O)n(C)c2cc(NC(=O)c3ccccc3)ccc21 | -65%
CCN1CCN(C(=O)c2ccc(CS(=O)(=O)Cc3ccccc3Cl)o2)CC1 | 5%
CC(C)Cn1c2c(c(=O)[nH]c1=O)C(c1ccc(F)cc1)C1=C(COC1=O)N2 (stereo not given) | ?
O=C(C1CC1)N1C[C@@H]2OCC(=O)N(Cc3cccnc3)[C@@H]2C1 | 45%[activator][176 µM]

Screens deposited in PubChem by National Center for Advancing Translational Sciences (NCATS).
